Bioassay records as filed in PubChem BioAssay.
NTR1 ag: NTR1-driven beta-arrestin-GFP spot formation – imaging, U2OS cells, high content, primary screen (AID 493036). activation, % at 20 µM. P30989. agonist mode. 330,000 tested, 0.17% active;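 active means activation at or above 40% of the spot to cytoplasm intensity ratio, with at least 20 cells analyzed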;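 further: 0% = DMSO without peptide and 100% = 100 nM NTR1 peptide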
Target sequence (P30989 whole entry, looked up): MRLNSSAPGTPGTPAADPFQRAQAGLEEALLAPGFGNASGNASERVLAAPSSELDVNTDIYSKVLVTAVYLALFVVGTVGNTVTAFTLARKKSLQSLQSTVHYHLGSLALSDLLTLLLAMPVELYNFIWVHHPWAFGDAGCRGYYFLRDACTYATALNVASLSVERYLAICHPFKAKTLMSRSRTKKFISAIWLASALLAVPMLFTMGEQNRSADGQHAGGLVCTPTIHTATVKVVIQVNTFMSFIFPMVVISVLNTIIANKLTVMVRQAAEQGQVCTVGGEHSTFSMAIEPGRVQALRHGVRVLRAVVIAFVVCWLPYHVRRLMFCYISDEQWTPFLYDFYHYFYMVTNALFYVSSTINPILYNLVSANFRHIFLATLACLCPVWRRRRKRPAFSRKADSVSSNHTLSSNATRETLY
HIV fusion peptide: inhibitors of HIV fusion peptide binding, primary screen, biochemical, uHTS, fluorescence dequenching (AID 1986); cell-free peptide binding, fluorescence dequenching, 30 min; higher % means a stronger effect; inhibition, % at 20 µM, or IC50 in µM where a hit was titrated; 290,000 tested, 0.3% active; in the data active means inhibition mostly above about 52%, no sharp cut-off; inactive means mostly below about 76%; further: some results filed as inactive read as strong as hits
GPR55 beta-arrestin: GPR55 agonists via beta-arrestin recruitment, primary screen, imaging, U2OS cells, beta-arrestin-GFP redistribution (AID 1961). U2OS GPR55 beta-arrestin-GFP redistribution imaging; higher % means a stronger effect. activation, % at 10 µM; hits with a dose series show EC50 in µM. 290,000 tested, 0.048% active;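 active means activation above 40% with more than 50 cells counted in the well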;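 further: U2OS osteosarcoma cells stably expressing GPR55 and beta-arrestin-GFP; plate controls were DMSO negative control for no effect and LPI positive control for full effect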
GPR55 antagonists: GPR55 antagonists blocking LPI-driven arrestin recruitment, primary screen, imaging, U2OS, beta-arrestin-GFP, LPI agonist (AID 2013) | U2OS GPR55 beta-arrestin-GFP translocation imaging, LPI antagonism; higher % means a stronger effect | inhibition, % at 10 µM; hits with a dose series show IC50 in µM | 290,000 tested, 0.13% active;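 active means spots per cell inhibited over 60%, with over 100 cells counted and total cytoplasm intensity under 500,000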;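 further: U2OS cells stably carrying GPR55 and arrestin-GFP stimulated by 5 µM LPI near EC80; imaged beta-arrestin-GFP aggregate spots per cell after agonist stimulation; plate controls were LPI-stimulated DMSO wells for no effect and DMSO wells without LPI for full effect; some results filed as inactive read as strong as hits; confirmed hits need IC50 under 10 µM and bright autofluorescent wells are also inconclusive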
GPR35 arrestin U2OS: inhibition of zaprinast-stimulated GPR35 beta-arrestin translocation – imaging, U2OS, beta-arrestin-GFP, zaprinast agonist, primary screen (AID 2058). one-dose inhibition, % at 10 µM; IC50 in µM for titrated hits. 290,000 tested, 0.052% active. U2OS GPR35 beta-arrestin-GFP translocation imaging, zaprinast antagonism; higher % means a stronger effect;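 active means inhibition of at least 50% with at least 30 cells and total cytoplasm GFP at most 10,000,000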
Siah-1 displacement: Siah-1 peptide-binding antagonists, primary screen, biochemical, fluorescence polarization, rhodamine-plectin, uHTS (AID 1817); one-dose displacement, % at 20 µM; IC50 in µM for titrated hits; 290,000 tested, 0.02% active; Siah-1 / rhodamine-plectin peptide fluorescence polarization; higher % means a stronger effect;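 active means displacement of at least 50% at 20 µM, with a fluorescence ratio check between 0.3 and a set limit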;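 further: plate controls were Siah plus tracer with DMSO for no effect and tracer alone without Siah for full effect; strong numbers were not always called active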
NS5 inhibitors: Dengue-2 NS5 methyltransferase inhibitors, primary screen, biochemical, confirmation dose response (AID 588689); Dengue-2 NS5 methyltransferase capping enzyme assay, biochemical; higher % means a stronger effect; inhibition, % at 25 µM; hits with a dose series show IC50 in µM; 340,000 tested, 0.3% active; in the data active means a potency from the dose series
AID2073: disruptors of CaV2.2 binding to Mint1 – biochemical, HTRF (AID 2073). HTRF protein-protein interaction, Mint1-CaV2.2; higher % means a stronger effect. inhibition, % at 20 µM; hits with a dose series show IC50 in µM. 290,000 tested, 0.19% active; in the data active means inhibition mostly above about 51%, no sharp cut-off; further: some results filed as inactive read as strong as hits
UTI89 phage lysis: protection from phage-mediated lysis, alamar blue read-out – E. coli UTI89, K1F phage, bacterial capsule biogenesis inhibitors (AID 488966); one-dose inhibition, % at 100 µM; IC50 in µM for titrated hits; E. coli UTI89 K1F phage lysis, alamar blue, 2 h; higher % means a stronger effect; 340,000 tested, 0.02% active;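 active means phage lysis inhibition, versus mean bacterial control, above a set limit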;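 further: capsule biogenesis inhibitors block K1F phage lysis so surviving cells raise fluorescence; higher fluorescence means more inhibition of phage lysis; actives were called in the ten point dose series up to 300 µM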
NTR1 ag cell count 20 µM: further read-out of NTR1 ag, marked with its call; cell count; measured here: cell count, cytotoxicity flag
NS5 inhibitors pilot replicate: recorded beside NS5 inhibitors, whose call it bears; inhibition, %; measured here: pilot screen replicate inhibition
* hit, by the source's call; i = inactive; nt = not tested or not shown; [ ] = dose if it differs, or a comment. The order is random; about 1.2% have a hit in one of these screens.

SMILES	NTR1 ag	NTR1 ag cell count 20 µM	HIV fusion peptide	GPR55 beta-arrestin	GPR55 antagonists	GPR35 arrestin U2OS	Siah-1 displacement	NS5 inhibitors	AID2073	UTI89 phage lysis	others
O=C(Nc1ccc2c(c1)OCO2)c1ccc(Br)o1	0.3	60	-0.7%	-0.2%	-10%	-17%	-3%	-2%	-8%	0.0%
Cc1cc2c(N=O)c(NO)ccc2[nH]1	3.1	89	-3.7%	-0.2%	-1%	3%	0%	-10%	-10%	-10%
CCOC(=O)c1c(Nc2ccc(Cl)cc2)sc(/C=C2\C=Nc3ccccc32)c1O	0.6	62	42%	-0.1%	2%	-3%	0%	20%	10%	-0.4%
O=C(Nc1ccc(CN2CCCCC2)cc1)c1cc(Br)ccc1Cl	0.2	58	-0.7%	-0.1%	8%	-6%	1%	nt	-6%	nt
CC(=O)c1cccc(OCc2cc(C(=O)N(C)CCC3CCOCC3)no2)c1	-1.4	63	1.2%	-0.1%	1%	-21%	-4%	-4%	-4%	1.2%
O=C(COc1ccccc1)NC1CCCN(Cc2ccccc2F)C1 (configuration not stated)	1.0	72	1.9%	0.3%	12%	3%	-5%	-3%	0%	0.6%
Cc1cc(NS(=O)(=O)c2ccc(NC(=O)c3cnc4sccn4c3=O)cc2)nc(C)n1	0.1	51	2.8%	-0.1%	1%	-12%	16%	0%	-6%	0.6%
O=C1c2ccccc2C(Nc2ccccc2F)N1c1cccnc1 (configuration not stated)	-2.0	57	-2.5%	-0.1%	-3%	-9%	3%	1%	3%	1.3%
O=C(Cc1ccccc1)Nc1ccc(F)cc1	-0.5	100	-1.4%	0.6%	12%	10%	3%	nt	8%	nt
CCOC(=O)C1CCCN(S(=O)(=O)c2ccc(Br)c(OC)c2)C1 (configuration not stated)	0.3	40	1.6%	0.2%	7%	-5%	0%	-3%	9%	-0.4%
O=C(O)CCCCN1C(=O)/C(=C\c2ccc(OCc3ccccc3)c(OCc3ccccc3)c2)SC1=S	3.0	56	43%	-0.2%	11%	-24%	i	6%	24%	-2.0%[50 µM]
CCCCN1C(N)=NC[C@@H]1Cc1ccc(O)cc1	-3.4	107	-0.3%	-0.1%	2%	0%	9%	4%	0%	-1.9%
NC(=S)N=Nc1c(O)n(CCCl)c2ccc(Cl)cc12	7.7	57	-2.1%	-0.4%	-12%	12%	-3%	-5%	-2%	0.1%
CC(C)c1ccc(CN2C(=O)c3ccccc3S2(=O)=O)cc1	4.2	44	-0.3%	-0.2%	-2%	-4%	0%	-2%	9%	0.2%
O=C1CN(C(=O)c2cc3ccccc3o2)c2ccccc2N1	-0.2	62	5.2%	0.1%	-3%	8%	2%	-1%	-3%	2.0%[50 µM]

Structural class: the entries above with four or more nitrogen atoms (two)
SMILES	NTR1 ag	NTR1 ag cell count 20 µM	HIV fusion peptide	GPR55 beta-arrestin	GPR55 antagonists	GPR35 arrestin U2OS	Siah-1 displacement	NS5 inhibitors	AID2073	UTI89 phage lysis	others
Cc1cc(NS(=O)(=O)c2ccc(NC(=O)c3cnc4sccn4c3=O)cc2)nc(C)n1	0.1	51	2.8%	-0.1%	1%	-12%	16%	0%	-6%	0.6%
NC(=S)N=Nc1c(O)n(CCCl)c2ccc(Cl)cc12	7.7	57	-2.1%	-0.4%	-12%	12%	-3%	-5%	-2%	0.1%

Returning to the listing with the three entries that preceded the break.
SMILES	NTR1 ag	NTR1 ag cell count 20 µM	HIV fusion peptide	GPR55 beta-arrestin	GPR55 antagonists	GPR35 arrestin U2OS	Siah-1 displacement	NS5 inhibitors	AID2073	UTI89 phage lysis	others
NC(=S)N=Nc1c(O)n(CCCl)c2ccc(Cl)cc12	7.7	57	-2.1%	-0.4%	-12%	12%	-3%	-5%	-2%	0.1%
CC(C)c1ccc(CN2C(=O)c3ccccc3S2(=O)=O)cc1	4.2	44	-0.3%	-0.2%	-2%	-4%	0%	-2%	9%	0.2%
O=C1CN(C(=O)c2cc3ccccc3o2)c2ccccc2N1	-0.2	62	5.2%	0.1%	-3%	8%	2%	-1%	-3%	2.0%[50 µM]
CSc1ccccc1C(=O)Nc1cc2c(cc1C(=O)O)OCCCO2	2.2	41	2.7%	0.5%	3%	11%	-2%	-19%	33%	0.2%
CCC(=O)Nc1ccc(-c2nnc(SCC(=O)N3CCCCC3)n2C)cc1	1.9	80	1.5%	-0.1%	14%	-14%	4%	-10%	13%	-0.1%
COC(=O)c1cn(NC(=O)C2CCCO2)c(=O)c2ccccc12 (configuration not stated)	-1.2	71	-0.6%	-0.3%	12%	18%	-5%	-6%	20%	0.3%
C=CCNc1nc(Cl)nc(Nc2ccc([N+](=O)[O-])cc2)n1	0.7	89	1.1%	-0.2%	2%	2%	2%	-1%	20%	0.2%
CCc1nnc(NC(=O)C2CCN(S(=O)(=O)c3ccc(C)cc3)CC2)s1	0.4	37	1.6%	-0.2%	15%	13%	2%	-5%	29%	-0.9%
Cn1c(SCC#N)nnc1-c1ccc2c(c1)OCO2	-1.6	98	0.6%	0.0%	8%	-3%	2%	-2%	14%	0.8%
O=C(NCC1CCCO1)C1CCCN(S(=O)(=O)c2ccc(F)cc2)C1 (configuration not stated)	0.0	52	-1.0%	-0.1%	4%	-5%	0%	-3%	-11%	0.1%
O=C(NCCc1ccccn1)/C(=C/c1ccco1)NC(=O)c1ccccc1	0.3	54	8.8%	-0.1%	-4%	2%	0%	-6%	2%	-0.1%
Cc1ccc(C(=O)CN2CCN(c3ccccn3)CC2)c(C)c1	1.6	83	0.3%	0.5%	12%	2%	-2%	0%	18%	0.2%
COc1cc(OC)c(/C=N/n2c(C)nnc2C)c(OC)c1	0.1	47	-1.2%	0.5%	15%	16%	-3%	-2%	9%	0.8%[50 µM]
COC(=O)CCc1c(C)c(C(=O)c2cc(OC)c(OC)c(OC)c2)c2ccccn12	0.8	85	-0.4%	0.0%	-10%	0%	0%	-7%	11%	0.1%
CCCOc1ccc(C(=O)CCNc2cccc(Cl)c2)cc1	1.1	57	-0.6%	0.0%	9%	2%	6%	-12%	15%	-1.9%
COc1ccc(CNC(=O)CN(C(=O)c2csnn2)c2cccc(C(C)=O)c2)cc1	-1.5	50	3.3%	-0.1%	5%	19%	0%	-2%	-11%	0.0%
CCOc1cc(C2C3=C(CC(C)(C)CC3=O)N(CCCOC)C3=C2C(=O)CC(C)(C)C3)ccc1O	1.2	47	-1.3%	0.2%	0%	-15%	3%	0%	-8%	0.1%
O=S(=O)(Cc1ccccc1)c1ccccc1-c1nnc(-c2ccccc2)o1	0.1	51	-2.2%	0.2%	0%	-14%	4%	-3%	2%	0.4%
CCn1c(=O)c2c(O)cc(=O)oc2c2ccccc21	-0.7	78	-6.6%	0.0%	-8%	-1%	0%	3%	8%	-0.4%	NS5 inhibitors pilot replicate=-1.1
O=[N+]([O-])c1nn(-c2ccc3c(c2)OCCO3)n(O)c1=NCc1ccc(F)cc1Cl	-0.2	62	52%*	0.8%	5%	-9%	18%	3%	18%	0.2%
COc1ccc(NC(=O)CSc2nnc(-c3ccccn3)n2N)cc1Cl	3.8	57	-0.2%	0.0%	8%	3%	0%	-6%	1%	9.6%
COc1ccc(CN(CCC(c2ccccc2)c2ccco2)C(=O)c2ccco2)cc1 (configuration not stated)	1.6	79	9.6%	0.1%	1%	-4%	23%	-8%	8%	-0.1%
CN(CC(=O)Nc1ccc(Cl)c(Cl)c1)C1CCCCC1	2.8	58	0.6%	-0.2%	4%	-4%	9%	-3%	7%	0.9%
COc1ccc(CC(=O)Nc2cccc3ncccc23)cc1OC	-1.0	47	-0.5%	-0.4%	-5%	-2%	-1%	5%	9%	-0.1%
CC(C)n1c(NCc2c[nH]c3ccccc23)nc2ccccc21	1.1	63	-1.1%	-0.3%	6%	5%	4%	-5%	7%	-1.4%
O=C1/C(=C\c2cccnc2)CCc2ccccc21	1.1	50	0.0%	-0.1%	20%	9%	0%	-22%	6%	-0.1%
CC(=O)Nc1cccc(C(=O)NC2CCCc3c2cnn3-c2cc(C)cc(C)c2)c1 (configuration not stated)	1.2	69	-0.7%	-0.1%	2%	5%	0%	-6%	12%	-0.4%[50 µM]
Cc1ccc(S(=O)(=O)Nc2cccc(Oc3cnccn3)c2)cc1	0.6	58	-0.9%	-0.1%	1%	-2%	1%	nt	-7%	nt
Cc1ccccc1CN1CCC(CNC(=O)Nc2ccc(F)cc2F)CC1	-0.4	66	0.0%	-0.1%	10%	-5%	1%	-2%	1%	0.9%[50 µM]
CS(=O)(=O)N1CCC(C(=O)Nc2ccc3c(c2)OCCO3)CC1	-0.9	56	9.5%	-0.2%	-19%	18%	3%	-6%	-7%	-0.1%
O=C(COc1cccnc1[N+](=O)[O-])NCc1ccco1	1.9	76	0.7%	-0.1%	4%	-1%	1%	-5%	0%	0.3%
O=c1c2ccccc2nc(SCc2cn3ccsc3n2)n1-c1ccccc1F	3.6	50	-3.8%	0.0%	10%	4%	-4%	-5%	6%	0.1%

In the list so far, these have a COOH group:
SMILES	NTR1 ag	NTR1 ag cell count 20 µM	HIV fusion peptide	GPR55 beta-arrestin	GPR55 antagonists	GPR35 arrestin U2OS	Siah-1 displacement	NS5 inhibitors	AID2073	UTI89 phage lysis	others
O=C(O)CCCCN1C(=O)/C(=C\c2ccc(OCc3ccccc3)c(OCc3ccccc3)c2)SC1=S	3.0	56	43%	-0.2%	11%	-24%	i	6%	24%	-2.0%[50 µM]
CSc1ccccc1C(=O)Nc1cc2c(cc1C(=O)O)OCCCO2	2.2	41	2.7%	0.5%	3%	11%	-2%	-19%	33%	0.2%
